Assay outcomes as filed in PubChem BioAssay.
STK33 kinase inh – inhibitors of human STK33 kinase; inhibition, % at 10 µM; hit rate 0.073% among 320,000; purified STK33, MBP phosphorylation, ADP-Glo luminescence;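 active means inhibition at or above 25%, using the most active replicate where run in duplicate; inactive means inhibition below 25%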
Target sequence (Q9BYT3 whole entry, looked up): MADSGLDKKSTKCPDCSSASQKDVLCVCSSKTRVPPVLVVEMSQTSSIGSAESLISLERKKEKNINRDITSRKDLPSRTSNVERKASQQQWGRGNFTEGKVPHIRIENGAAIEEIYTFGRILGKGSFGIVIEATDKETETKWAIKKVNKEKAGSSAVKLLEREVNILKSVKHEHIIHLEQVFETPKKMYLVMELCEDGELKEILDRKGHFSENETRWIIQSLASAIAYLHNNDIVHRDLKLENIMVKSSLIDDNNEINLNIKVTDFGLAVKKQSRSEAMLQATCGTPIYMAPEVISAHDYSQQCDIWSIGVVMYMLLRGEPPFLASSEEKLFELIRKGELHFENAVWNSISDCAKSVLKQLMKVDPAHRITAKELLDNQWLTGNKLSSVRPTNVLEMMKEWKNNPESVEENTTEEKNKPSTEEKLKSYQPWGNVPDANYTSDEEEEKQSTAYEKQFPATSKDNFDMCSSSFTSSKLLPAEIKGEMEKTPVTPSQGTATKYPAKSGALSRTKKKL
KCNQ2 block – KCNQ2 channel blockers in CHO-K1 cells – cell-based, FluxOR thallium flux, B-score, primary screen (AID 2156) | hit rate 1.1% among 310,000 | B-score at 10 µM | O88943 | 20 min; stronger effect = lower value;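 active means fluorescence ratio B-score at most minus 3 library SDs, with starting brightness B-score within 2 library SDs, cut at about -5.5 in these data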
Kir21 inh – Kir2.1 (mouse) channel inhibition; HEK293-Kir2.1, FluxOR thallium flux fluorescence; stronger effect = lower value; hit rate 0.85% among 310,000; B-score at 10 µM; P35561; AID 1672;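 active means fluorescence ratio B-score at or below minus 3 SD of library scores, with starting-brightness B-score within 2 SD, cut at about -4.2 in these data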;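 further: channel flux triggered by added potassium and thallium sulfate stimulus; B-score of peak minus minimum fluorescence over baseline after thallium stimulus; more negative B-score means stronger Kir2.1 block with less thallium influx; some compounds called inactive have numbers as strong as hits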
Target sequence (P35561 whole entry, looked up): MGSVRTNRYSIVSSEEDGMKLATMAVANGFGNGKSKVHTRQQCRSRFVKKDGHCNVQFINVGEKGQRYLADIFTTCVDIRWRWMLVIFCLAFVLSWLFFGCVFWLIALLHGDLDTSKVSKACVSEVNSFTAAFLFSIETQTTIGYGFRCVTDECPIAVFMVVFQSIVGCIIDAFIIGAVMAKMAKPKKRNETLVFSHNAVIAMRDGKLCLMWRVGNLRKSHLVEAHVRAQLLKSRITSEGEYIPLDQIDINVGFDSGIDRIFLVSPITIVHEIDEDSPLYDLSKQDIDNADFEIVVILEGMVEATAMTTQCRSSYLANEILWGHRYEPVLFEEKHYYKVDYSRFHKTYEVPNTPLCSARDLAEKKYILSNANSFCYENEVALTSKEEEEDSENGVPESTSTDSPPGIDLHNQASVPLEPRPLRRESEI
* hit, by the source's call; i = inactive; x = no result given. No enrichment for hits. About 1.9% of those tested had a hit in this group.

SMILES	STK33 kinase inh	KCNQ2 block	Kir21 inh
CCOC(=O)C(C)Sc1nnc(-c2ccccc2O)n1-c1ccc(C)cc1 (stereo not given)	-0.5	i	-0.14
CCOc1c(C)cnc2c1c(=O)n(Cc1cccc(Cl)c1)c(=O)n2C	10	i	-0.66
Cc1ccc(N(C)C(=O)CN(C)S(=O)(=O)c2ccc3c(c2)n(C)c(=O)c(=O)n3C)cc1	0.6	i	-1.6
CCNC(=O)COC(=O)CCC(=O)c1cccs1	1.0	i	-1
COC(=O)c1ccc(-c2noc(CN3CCCC(CNC(C)=O)C3)n2)cc1 (stereo not given)	-0.1	i	1.4
CS(=O)(=O)c1nc(S(=O)(=O)c2ccc(Cl)cc2)c(N2CCOCC2)s1	-1.2	i	0.01
COc1ccc(Br)c(C(=O)NNC(=O)c2ccc(NS(=O)(=O)c3cccs3)cc2)c1	-1.1	i	0.43
CCc1nc2ccccc2c(=O)n1NC(=O)c1c(O)c2ccccc2n(CC)c1=O	-0.2	i	-1.5
C=CCNC(=S)N1CCN(C2CCCCC2)CC1	-0.6	i	0.4
CC1CCN(CC(=O)Nc2ccccc2C#N)CC1	-0.3	i	1.9
CC(=C/c1ccco1)/C=N/NC(=O)CSc1nnc(SCc2ccc(C)cc2)s1	-1.0	i	1.4
O=C(NCCCO)C12CC3CC(CC(C3)C1)C2	-0.6	i	0.49
CCCOc1ccc(-c2c(C(=O)N/N=C(\C)c3cccs3)nnn2-c2nonc2N)cc1	-3.8	i	-1.5
COc1ccccc1NC(=O)c1ccc(CSc2ccccc2)o1	-1.2	i	-1.5
O=C(O)c1ccc(-n2c(/C=C/c3ccccc3)nc3ccccc3c2=O)cc1	-1.8	i	1.9
COc1ccc(C(=O)N/C(=C\c2ccccc2)C(=O)NCc2cccnc2)cc1	-0.9	i	0.12
Cc1cc(NCc2ccco2)nc2cc(O)ccc12	5.1	i	-1.2
Cc1ccc(N(C(=O)c2csnn2)C(C(=O)NC2CCCCC2)c2ccccn2)cc1 (stereo not given)	-0.5	i	-1.1
CCN(CC)C(=O)c1ccc(/C=C/c2c[nH]c3ccccc23)[n+](C)c1	0.3	i	-7.5
CC(C(=O)Nc1ccccc1C(F)(F)F)N1CCN(C)CC1 (stereo not given)	-1.2	i	-0.02
CCn1ncc(Br)c1C(=O)Nc1ccccc1C(=O)OC	0.4	i	0.21
Cc1ccnc(NCn2nnc3ccccc32)c1	2.1	i	-0.73
O=C(N/N=C/c1ccc([N+](=O)[O-])o1)C(=O)Nc1ccc(C(=O)O)cc1	0.0	i	0.72
CCN1CCN(CC(=O)Nc2ccc(N(C)C)cc2)CC1	-1.5	i	-0.74

The final 4 records of the section above come first, to join the parts.
SMILES	STK33 kinase inh	KCNQ2 block	Kir21 inh
CCn1ncc(Br)c1C(=O)Nc1ccccc1C(=O)OC	0.4	i	0.21
Cc1ccnc(NCn2nnc3ccccc32)c1	2.1	i	-0.73
O=C(N/N=C/c1ccc([N+](=O)[O-])o1)C(=O)Nc1ccc(C(=O)O)cc1	0.0	i	0.72
CCN1CCN(CC(=O)Nc2ccc(N(C)C)cc2)CC1	-1.5	i	-0.74
CCN(CC(=O)N1CCCCCC1)S(=O)(=O)c1ccc(C)cc1	0.2	i	-0.1
CCOC(=O)C(=O)Nc1ncc(Cl)s1	-0.8	i	-0.13
CCCCCCCN(C(=O)CCl)c1ccccc1C	-2.4	i	-1
CCOC(=O)N1CCC(N2Cc3cccc(C(=O)Nc4cccc(F)c4)c3C2=O)CC1	1.4	i	0.07
NC(=O)C1CCN(c2ccc([N+](=O)[O-])cc2Cl)CC1	-0.5	i	-1.6
CN(C)CCCN(Cc1cc2cc3c(cc2[nH]c1=O)OCCO3)C(=O)NC1CCCCC1	-0.7	i	-0.27
COc1ccc(CC(=O)N/N=C/c2cccn2-c2ccc([N+](=O)[O-])cc2)cc1OC	-1.1	i	-2.2
O=C(NC1CCCCC1)C1CCCN1C(=O)NCc1ccccc1 (stereo not given)	0.0	i	2.1
COc1ccc(N2CCN(C(=O)CCNC(=O)c3ccccc3)CC2)cc1	-1.8	i	0.12
O=C1c2ccccc2C(O)N1c1ccccc1 (stereo not given)	-0.5	i	-0.36
CCc1ccc(-n2cccc2/C=C2/C(=N)N3C(=NC2=O)SN=C3S(C)(=O)=O)cc1	-0.3	-10*	-0.78
O=C(NC1CCCCCCC1)c1ccccc1-c1ccccc1	-1.0	i	-0.19
CC(NS(=O)(=O)c1ccc(OCC(=O)N2CCOCC2)c(Cl)c1)c1ccccc1 (stereo not given)	-2.1	i	0.11
Cc1cc(C)n(-c2nc(NCC3CCCO3)c3c4c(sc3n2)COC(C)(C)C4)n1 (stereo not given)	-1.0	i	0.38
CCN1C(=NCCc2cccnc2)N[C@@H](c2ccccc2)C(C(=O)OC)=C1C	-0.8	i	-2.3
Cc1ccc(S(=O)(=O)c2c(N)n(CCCO)c3nc4ccccc4nc23)cc1	0.7	i	0.85
O=C(O)c1cnc(-c2ccccc2)nc1-c1ccccc1	-0.5	i	-0.35
COc1ccc(Cn2nnnc2C(c2cccs2)N2CCN(c3ccc([N+](=O)[O-])cc3)CC2)cc1 (stereo not given)	-1.4	i	2
COc1cccc(OC)c1C(=O)N1CCN(Cc2ccccc2C(F)(F)F)CC1	-1.2	i	0.46
CC1=C(C#N)C(C)C2=C(CC(C)(C)CC2=O)N1 (stereo not given)	0.2	i	0.45
Cn1c(=O)[nH]c(=O)c2c1nc(SCCN1CCCCC1)n2Cc1ccccc1	-0.5	i	-0.17
COc1cn(-c2ccccc2)nc1C(=O)Nc1ccc(C)cc1Cl	-1.8	i	1.6
COc1cc(NC(=O)CN2C(=O)COc3ccc(S(=O)(=O)N4CCCCC4)cc32)cc(OC)c1	2.2	i	-0.97
CC(=O)N1CCN(c2ccc(Oc3ccc([N+](=O)[O-])c(C(F)(F)F)c3)cc2)CC1	-1.7	i	-1.2
COC(=O)Cn1cc(C(=O)c2cccs2)c2ccccc21	-0.1	i	0.12
COc1ccc(CCC(=O)OCc2csc(CC(=O)Nc3ccccc3C)n2)cc1	-1.6	i	-0.2
Cc1ccc(C(=O)CCC(=O)N2CCN(c3ccccc3O)CC2)cc1	-0.7	i	1.4
O=c1[nH]nc(SCCS(=O)(=O)c2ccc(F)cc2)n1-c1ccccc1C(F)(F)F	0.3	i	0.12
Cn1nnnc1SCc1ccc(C(=O)Nc2ccccc2F)cc1	-0.3	i	-0.22
CC(=O)c1cccc(S(=O)(=O)N2CCC(C(=O)O)CC2)c1	0.2	i	-0.01
COc1ccccc1NS(=O)(=O)c1cc([N+](=O)[O-])ccc1N/N=C/c1c[nH]c2ccccc12	0.1	i	1.8
O=C(Nc1ccncc1)c1ccc(Cl)cc1	-0.2	i	-1.1
Cc1cccn2c(CNCC(C)Oc3cccnc3)c(C(=O)N3CCOCC3)nc12 (stereo not given)	-1.4	i	0.06
Cc1ccc(SC[C@H](C)CN2CC[C@H](NC(=O)OCc3ccccc3)CCC2=O)cc1	0.3	i	-0.86
COc1ccc(NC(=O)CCSc2nnnn2C)cc1	0.6	i	-0.09
COc1ccc(CN2CCN(c3ncnc4scc(-c5ccc(F)cc5)c34)CC2)cc1	2.2	i	-0.53

Rewritten bar-delimited: entries from further up
molecule | STK33 kinase inh | KCNQ2 block | Kir21 inh
COc1ccccc1NS(=O)(=O)c1cc([N+](=O)[O-])ccc1N/N=C/c1c[nH]c2ccccc12 | 0.1 | i | 1.8
O=C(Nc1ccncc1)c1ccc(Cl)cc1 | -0.2 | i | -1.1
Cc1cccn2c(CNCC(C)Oc3cccnc3)c(C(=O)N3CCOCC3)nc12 (stereo not given) | -1.4 | i | 0.06
Cc1ccc(SC[C@H](C)CN2CC[C@H](NC(=O)OCc3ccccc3)CCC2=O)cc1 | 0.3 | i | -0.86

(continued)
SMILES	STK33 kinase inh	KCNQ2 block	Kir21 inh
O=C(NC1=NCCS1)c1ccccc1OCc1ccccc1Cl	-0.2	i	-0.48
Cn1ccc(C(=O)Nc2ccc3c(c2)OCCO3)n1	-0.4	i	0.53
C=CCN1C(=O)N/C(=C/c2ccc(C)o2)C1=O	0.7	i	-0.39
Cc1[nH]n(-c2ccccc2)c(=O)c1N=O	0.7	i	-1.2
O=C(NC1=NCCS1)c1ccc(-c2ccc(Cl)cc2)o1	1.8	i	2.8
N=C1C(c2ccccc2)=C(O)CN1c1cccc(S(=O)(=O)Nc2cccc(C(F)(F)F)c2)c1	-1.4	i	2
O=C(Nc1ccc(F)cc1)NC1(C(=O)NCc2cccs2)CCCCC1	-1.3	i	0.07
CCOC(=O)c1nc(Nc2ccc(C(=O)O)cc2)c2ccccc2n1	-0.2	i	1.4
Cc1nn(C)c(C)c1NC(=O)c1ccc(S(=O)(=O)N(C)C)cc1	-1.2	i	0
O=C(CN1C(=O)NC2(CCCC2)C1=O)OCCOc1ccccc1Cl	-2.1	i	-0.77
Cc1ccc(CNc2ccc(N3C(=O)CC(C)C3=O)cc2[N+](=O)[O-])cc1 (stereo not given)	0.5	i	-0.42
COc1cc(CCC(O)CC(=O)CCc2ccccc2)ccc1O (stereo not given)	0.3	i	-1.3
O=C(COc1ccc(Cl)cc1Cl)Nc1ccc(Cl)cn1	-1.5	i	-0.11
COC(=O)c1cccc(NC(=O)c2cnccn2)c1	-0.5	i	-1.8
C=CCn1c(SCC(=O)c2ccc(Br)cc2)nnc1C(CC(C)C)NC(=O)c1cccs1 (stereo not given)	-1.5	i	0.05
CCc1ccc2c(c1)c1nc(C)sc1n2CC(=O)OC	-0.8	i	1.3
Cc1nc2ccccc2c(=O)n1/N=C/c1ccccc1	-0.7	i	-1.2
CC(C)C(=O)Nc1cccc(C(=O)Nc2cc([N+](=O)[O-])ccc2Cl)c1	7.4	i	0.1
C=CCN1C=C2C(=O)C(C)(OC(=O)CCC(=O)OC)C(=O)C=C2C=C1C1CC1 (stereo not given)	-0.1	i	-2.3
CCC(=O)Nc1ccc(/C(C)=N/NC(=O)c2c(-c3ccccc3Cl)noc2C)cc1	-2.4	i	0.5
COc1ccc(NC(=O)Cn2cc(S(=O)(=O)Cc3ccccc3)c3ccccc32)c(OC)c1	-0.3	i	0.12
O=c1[nH]c(Nc2ccccc2)cc2ccccc12	1.6	i	1.2
COc1ccc(N(CC(=O)Nc2cccc(C(C)=O)c2)S(C)(=O)=O)cc1OC	-2.0	i	1.3
Cc1ccc(CNC(=O)C2CCC(=O)N(CCc3ccc(Cl)cc3)C2)cc1 (stereo not given)	-2.1	i	-1.1
CCc1cccc(OCC(=O)Nc2ccc(C(=O)O)cc2NC(=O)COc2cccc(CC)c2)c1	-1.0	i	0.94
c1cncc(-c2cccnc2)c1	-0.9	i	-2
CCOc1ccc2c(c1)C(=O)C(=O)N2CC1COc2ccccc2O1 (stereo not given)	-1.2	i	-3.9
COc1ccccc1-c1cc(C(=O)NC2CCCC2)no1	0.3	i	0.2
CC(C)(C)c1ccc(NC(=O)Nc2ccc(OCC(=O)N3CCOCC3)cc2)cc1	-0.1	i	0.01
CCCc1nnc(SCC(=O)NC2CC2)n1C	-0.7	i	-1
C#CCNC(=O)C1=C[C@@H](c2cn(C(C)=O)c3ccccc23)C[C@@H](OCCCCO)O1	-2.3	i	0.43
COc1ccc(CN2CCC(C(=O)NCCc3ccc(OC)c(OC)c3)CC2)c(OC)c1	0.3	i	1.2
CC(C)C1C(=O)CC(c2ccccc2)NC1c1ccccc1 (stereo not given)	0.4	i	0.13
COc1cc(NS(=O)(=O)c2ccc(NC(=O)COc3ccc(C)cc3C)cc2)nc(OC)n1	x	i	0
CCO[C@H]1OC(C(=O)N2CCN(C)CC2)=C[C@@H](c2ccc(C(F)(F)F)cc2)[C@@H]1CCCO	-1.9	i	0.72
O=S(=O)(Cc1ccc(Cl)cc1)Nc1ccc(Cl)cn1	-2.2	i	0.8
CCOc1cc(N2CCOCC2)c(OCC)cc1NC(=O)CN1C(=O)NC(Cc2ccccc2)C1=O (stereo not given)	-1.5	i	1
CCC(=O)Nc1c(-c2ccc(C)cc2)nc2ccc(C)cn12	-0.2	i	-0.35
Cc1scc(C(=O)NNC(=O)CCC(=O)O)c1C	0.0	i	0.87
CCc1ccccc1NC(=S)N(Cc1cccs1)C1CCCC1	-0.7	i	-1.8
Cc1ccc(C)c(NC(=O)CSc2nc3ccc(N4C(=O)c5ccccc5C4=O)cc3s2)c1	-1.4	i	-0.96
CCc1c(-c2n[nH]c(=S)n2Cc2ccccc2)csc1C	0.2	i	-9.3*
CCN(CC)CCNC(=S)NC(=O)c1cn(-c2ccccc2)nc1-c1ccc(OC)cc1	0.2	i	-0.32
COc1ccc(C(=O)NCCn2cc(SCC(=O)NCC3CCCO3)c3ccccc32)cc1OC (stereo not given)	-1.4	i	-1.9
Cc1cccc(N2CCN(C(c3ccccc3)c3nnnn3CC3CCCO3)CC2)c1C (stereo not given)	-1.0	i	0.03
CCCCN(C(=O)C(C)Oc1ccc(Br)cc1)c1c(N)n(Cc2ccccc2)c(=O)[nH]c1=O (stereo not given)	-1.5	i	0.66
CCn1c(Cc2ccccc2)n[nH]c1=S	-1.1	i	0.15
CCOc1ccccc1NC(=O)Nc1cnccn1	-0.7	i	0.12
CCc1ccc(NC(=O)C(=O)NCCN2CCN(C(=O)c3ccco3)CC2)cc1	-0.8	i	0.67
